Assay outcomes: PubChem, National Center for Advancing Translational Sciences (NCATS)
Hsp90 Hop PPI: changes Hsp90-Hop TPR2A binding signal, up or down; AlphaScreen TPR2A-His6 binding biotin-Hsp90 C-terminal peptide; Potency, µM (top dose mostly 57 µM), for inactives: top-dose activity change, negative = inhibition; actives 0.44% (n = 71,000); AID 595; active means well fitted curve in either direction with a large enough effect; inconclusive means small, poorly fitted or top-dose-only effect, or another doubt; further: potency means the concentration at half of the fitted maximal effect; on the % scale 0 is the no-effect control and ±100 the full control effect; many of its hits are not listed in these tables
BRCT PPI green: inhibitors of human BRCA1 BRCT-phosphoprotein interaction (green fluorophore); BRCA1 BRCT-phosphopeptide binding, green fluorescence polarization; Potency, µM (titrated, usually from 76.9 µM), for the others: top-dose activity change, negative = inhibition, usual class: inhibitors; actives 0.05% (n = 75,000);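 further: potency means the concentration at half of the fitted maximal effect; plate controls were peptide without protein for full effect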
Target sequence (P38398 whole entry, looked up): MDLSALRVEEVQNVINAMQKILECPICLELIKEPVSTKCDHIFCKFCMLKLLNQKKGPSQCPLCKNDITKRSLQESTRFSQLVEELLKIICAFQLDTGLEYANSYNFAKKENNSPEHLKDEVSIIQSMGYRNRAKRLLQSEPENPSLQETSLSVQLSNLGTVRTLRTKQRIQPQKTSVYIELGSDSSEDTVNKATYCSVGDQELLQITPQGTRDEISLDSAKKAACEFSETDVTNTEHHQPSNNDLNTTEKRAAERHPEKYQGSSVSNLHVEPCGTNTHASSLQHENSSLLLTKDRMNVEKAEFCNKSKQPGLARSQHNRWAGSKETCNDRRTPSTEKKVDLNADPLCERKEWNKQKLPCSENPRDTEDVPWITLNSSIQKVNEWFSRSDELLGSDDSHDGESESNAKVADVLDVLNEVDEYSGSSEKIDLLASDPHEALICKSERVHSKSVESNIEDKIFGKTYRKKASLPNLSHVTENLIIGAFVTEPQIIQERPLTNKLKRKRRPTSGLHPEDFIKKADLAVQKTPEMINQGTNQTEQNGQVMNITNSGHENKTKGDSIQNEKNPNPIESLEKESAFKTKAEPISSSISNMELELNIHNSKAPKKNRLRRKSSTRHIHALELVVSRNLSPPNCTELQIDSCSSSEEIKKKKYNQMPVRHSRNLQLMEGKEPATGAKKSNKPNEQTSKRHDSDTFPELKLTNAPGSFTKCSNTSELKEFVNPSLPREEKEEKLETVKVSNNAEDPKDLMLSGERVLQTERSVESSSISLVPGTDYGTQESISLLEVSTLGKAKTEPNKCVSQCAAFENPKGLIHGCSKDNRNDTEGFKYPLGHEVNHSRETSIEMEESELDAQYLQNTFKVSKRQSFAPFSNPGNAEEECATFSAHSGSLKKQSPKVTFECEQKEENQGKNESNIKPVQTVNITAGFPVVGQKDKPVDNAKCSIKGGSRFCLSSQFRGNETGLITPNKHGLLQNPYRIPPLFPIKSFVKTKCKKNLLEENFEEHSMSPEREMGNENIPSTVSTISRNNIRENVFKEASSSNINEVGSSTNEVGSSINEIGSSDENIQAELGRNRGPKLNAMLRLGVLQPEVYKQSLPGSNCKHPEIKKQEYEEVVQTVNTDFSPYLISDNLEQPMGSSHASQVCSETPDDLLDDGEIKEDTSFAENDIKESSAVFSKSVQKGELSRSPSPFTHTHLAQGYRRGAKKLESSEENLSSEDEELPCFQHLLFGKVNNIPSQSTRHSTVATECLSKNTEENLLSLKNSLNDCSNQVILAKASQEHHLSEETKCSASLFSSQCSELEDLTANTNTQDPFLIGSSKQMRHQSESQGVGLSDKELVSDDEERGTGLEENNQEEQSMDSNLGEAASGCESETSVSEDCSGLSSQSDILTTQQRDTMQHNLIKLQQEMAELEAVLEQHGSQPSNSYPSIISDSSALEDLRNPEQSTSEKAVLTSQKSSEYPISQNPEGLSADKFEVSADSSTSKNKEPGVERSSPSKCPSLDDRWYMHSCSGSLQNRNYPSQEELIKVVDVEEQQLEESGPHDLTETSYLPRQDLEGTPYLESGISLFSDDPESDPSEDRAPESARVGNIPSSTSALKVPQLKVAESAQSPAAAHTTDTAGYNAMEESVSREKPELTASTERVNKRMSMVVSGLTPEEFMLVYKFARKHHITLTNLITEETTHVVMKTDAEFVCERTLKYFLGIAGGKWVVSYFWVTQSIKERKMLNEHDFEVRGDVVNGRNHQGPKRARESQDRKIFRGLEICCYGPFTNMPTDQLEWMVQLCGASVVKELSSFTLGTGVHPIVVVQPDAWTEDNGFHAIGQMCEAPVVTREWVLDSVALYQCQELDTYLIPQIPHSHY
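Fluorescence polarization: His-tagged BRCT (~35 kDa BRCA1 C-terminus, 250 nM) bound to 100 nM fluorescein-labeled phosphorylated 10-aa BACH1 peptide, pH 7.3 phosphate buffer with DTT and Tween 20. Compounds incubated 12 min at room temperature; inhibition read as lowered polarization.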
4MU fluor: 4-MU region autofluorescence | compound autofluorescence, 340/450 nm, 4-MU equivalents; stronger effect = higher value | max dye-equivalent concentration, M | actives 11% (n = 59,000); in the data active means max dye-equivalent concentration above about 10 nM; inconclusive means mostly about 1.1 nM to 9.6 nM
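Compounds in 100 mM Tris, pH 8.0, incubated 15 min at room temperature, then fluorescence read at 340 nm excitation/450 nm emission. Signal converted to 4-MU dye-equivalent concentration using an on-plate six-point 4-MU standard curve.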
DNA Pol III inh: blocks replication by bacterial DNA polymerase III holoenzyme; reconstituted DNA polymerase III holoenzyme replication, biochemical; AID 603; actives 0.25% (n = 71,000); Potency, µM (top dose mostly 57.1 µM), for the others: at the highest dose activity change, negative = inhibition; further: potency means the concentration at half of the fitted maximal effect; on the % scale 0 is the no-effect control and ±100 the full control effect
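Reconstituted *E. coli* holoenzyme (0.35 nM Pol III, 1 nM beta, 154 nM SSB, 2 nM primase) was preincubated with compound for 15 min at RT. Synthesis on 1.4 nM ssM13Gori ran 35 min, then was stopped with PicoGreen/EDTA and read as dsDNA fluorescence.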
ALOX15 inhib: 15-hLO (ALOX15) enzyme inhibition; purified 15hLO-1, xylenol orange hydroperoxide absorbance; Potency, µM (titrated, usually from 57.1 µM), inactives show at the highest dose activity change, negative = inhibition, hits mostly inhibitors; actives 1.4% (n = 74,000); AID 887; further: potency means the concentration at half of the fitted maximal effect; on the % scale 0 is the no-effect control and ±100 the full control effect; nearly all actives have a fitted effect of over 55% in size
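40 nM 15hLO-1 + cpd, 15 min RT; start w/ 50 uM AA (final), 6 min RT; stop/detect w/ 200 uM XO + 300 uM Fe(II) in 50 mM H2SO4, 30 min; A573/A405. Buffer 25 mM Hepes pH 7.5, 0.01% Triton X-100. No-enzyme wells as negative control.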
UbGFP stabilizer: ubiquitin-GFP accumulation via proteasome inhibition | Ubiquitin-GFP reporter cells, proteasome inhibition, GFP fluorescence; response scale: untreated = 0%, 10 µM MG-132 = 100% | Potency, µM (highest dose often 45.9 µM), without a hit: at the top dose activation (GFP accumulation), most hits filed as activators | 67,000 tested, under 10 active; active means well fitted activation curve with a large enough effect, not every such curve was filed as active; inconclusive means small, poorly fitted or top-dose-only effect, or another doubt; inactive means no such curve, though single readings can be large or run the other way; further: potency means the concentration at half of the fitted maximal effect
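Proteasome blockade was scored as a rise in GFP-expressing U2OS cells carrying a ubiquitin(G76V)-GFP construct, imaged after 4 hr compound treatment at 37 °C across a 46 uM–2.9 nM series.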
HBB splice mod: hemoglobin beta splicing modulation; actives 0.06% (n = 65,000); Potency, µM (series often up to 46.1 µM), for inactives: at the highest dose activation, most hits filed as activators; HBB splicing reporter cell assay, activation; EGFP reporter with mutant IVS2-654 intron; response scale: normalised to 500 nM splice-correcting PNA; AID 925; further: potency means the concentration at half of the fitted maximal effect; 0% is about no effect
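Compounds were applied for 2 days to HeLa EGFP-654 cells, 500/well in Optimem with 2% FCS. The reporter's EGFP is disrupted by mis-splicing of beta-globin intron IVS2-654. Readout: summed well GFP fluorescence from 488 nm laser scanning; reference was 500 nM antisense […] 654 PNA.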
BRCT inh red: BRCT-phosphoprotein interaction inhibition (red fluorophore) | BRCT-phosphopeptide binding, red fluorescence polarization | P38398 | Potency, µM (top dose mostly 76.9 µM), for the others: top-dose activity change, negative = inhibition, actives largely listed as inhibitors | actives 0.03% (n = 75,000); further: on the % scale 0 is the no-effect control and ±100 the full control effect
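Rhodamine-labelled pBACH1 10-mer (100 nM) bound to BRCT domain (100 nM) at pH 7.3; compounds incubated 12 min room temperature, polarization read. Free peptide defines full inhibition; unlabelled decapeptide titrated as control.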
CRE Fsk mod: modulators of forskolin-stimulated CRE signaling in CHO cells. Potency, µM (titrated, usually from 38.2 µM), for the others: top-dose activity change, negative = inhibition, hits mostly activators. CHO CRE-bla reporter (cAMP response element driving beta-lactamase), forskolin EC10, beta-lactamase ratio. actives 2.5% (n = 71,000). AID 662; active means well fitted activation curve with a large enough effect in the signal ratio, with a control signal flat, not every such curve was filed as active; inconclusive means small, poorly fitted or top-dose-only effect, or effect the other way, or a change in a side signal; the % refers to the signal ratio; further: potency means the concentration at half of the fitted maximal effect; % of control where 0% means no effect
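CHO CRE-bla cells, overnight plating in Opti-MEM with 0.5% dialyzed FBS; cpd titration + EC10 NKH 477, 3 h 37 °C; CCF4 2 h RT; ex 405/em 460 vs 530 ratio → %Activity, AC50.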
GFP derepression: epigenetic modulators derepressing GFP locus in mouse cells; mouse C127i GFP locus derepression, cytometry, 30 h; Potency, µM (series often up to 46.1 µM), without a hit: at the top dose GFP derepression (activation); actives 0.09% (n = 68,000); AID 597; further: % of control where 0% means no effect
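Derepression screen: silenced CMV-GFP reporter in murine C127i cells, 30 h compound incubation at 37 C, washed cells imaged by laser-scanning cytometer to enumerate GFP-expressing objects of 20 to 120 um.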
A350 fluor: compound fluoresces in the Alexa 350 spectral region. actives 11% (n = 59,000). AID 590. Compound autofluorescence, 340/450 nm, Alexa 350 dye-equivalents; stronger effect = higher value. max dye-equivalent concentration, M; in the data active means max dye-equivalent concentration above about 10 nM; inconclusive means mostly about 1.1 nM to 9.6 nM
Starred values were filed as active, the others as inactive; i = inactive; ? = inconclusive; . = no result given; [ ] = dose if it differs, or a comment. Unless noted, the call rests on the fitted dose curve; in most records, active means well fitted curve in the direction sought with a large enough effect; inconclusive means small, poorly fitted or top-dose-only effect, or another doubt; inactive means no such curve, though single readings can be large; an effect the other way counts as inactive or inconclusive.

SMILES	Hsp90 Hop PPI	BRCT PPI green	4MU fluor	DNA Pol III inh	ALOX15 inhib	UbGFP stabilizer	HBB splice mod	BRCT inh red	CRE Fsk mod	GFP derepression	A350 fluor
CCOC(=O)c1sc(=S)n(-c2ccc(F)c(F)c2)c1N	-4%	-4.8%	i	-5%	?	.	1.5%[0.369 µM]	0.9%	5%	4%	i
CCOc1cc2c(cc1OCC)C(c1cc(OC)c(O)c(OC)c1)NCC2 (configuration not stated)	-2%	-0.9%	2.5e-08M*	-4%	-17%	10%	-0.8%	-2.6%	10µM*	6%	2.8e-08M*
COc1ccc(OC)c(C(=O)c2nc3c(n2O)CCCCC3)c1	-1%	-1.4%	i	0%	8%	3%	11%[0.369 µM]	-1.2%	5%	4%	i
Cc1ccc(-c2nnc(SCC(=O)Nc3ccc(S(=O)(=O)N4CCCCCC4)cc3)o2)cc1	1%	-1.9%	i	-4%	1%	-4%	.	-1.4%	-4%	-2%	i
O=C(NCCCN1CCCC1)Nc1cccc2ccccc12	-3%	-2.6%	i	-6%	-19%	0%	-0.6%	0.4%	-8%	-6%	i
COC(=O)c1cc2oc(C)cc2n1CC(=O)Nc1ccc(C)c(C)c1	-5%	1.0%	i	-5%	-16%	-2%	-1.1%	0.1%	-9%	2%	i
COC(=O)N1CCC2(CCCN(C(c3ccccc3)c3ccccc3)C2)CC1	0%	-4.9%	i	0%	5%	-2%	3.3%	-0.4%	?	2%[9.22 µM]	i
CCOC(=O)C1(Cc2ccccc2)NC(c2ccccc2F)C2C(=O)N(CC)C(=O)C21 (configuration not stated)	?	0.0%	i	-5%	-1%	2%	.	-1.4%	-2%	1%	i
CCN(Cc1ccccc1)C(=O)CCc1nc(-c2ccc(C)cc2)no1	5%	-1.0%	i	7%	-15%	-19%	-1.7%	-2.6%	-14%	1%	i
Ic1ccc2c(c1)N(c1ccccc1)c1cc(Nc3ccc4nc5ccc(I)cc5[n+](-c5ccccc5)c4c3)ccc1N2	-8%[11 µM]	0.2%[15.4 µM]	i	-8%[11.4 µM]	-24%[11.4 µM]	1%[9.17 µM]	1.3%[9.22 µM]	0.8%[15.4 µM]	-11%[7.6 µM]	2%[9.22 µM]	i
CC1(C)Oc2ccc3ccc(=O)oc3c2C(N2CCCCC2)C1O (configuration not stated)	-2%	-1.5%	.	-5%	-21%	-8%	3.1%	-0.2%	1%	2%	.
CCOc1ccc(N(CC(=O)NCc2ccccc2)S(=O)(=O)c2c(C)noc2C)cc1	-1%	-1.6%	.	-2%	-3%	12%	0.2%	-1.2%	-14%	3%	.
FC(F)(F)c1ccccc1-c1cc(NCCN2CCOCC2)ncn1	-2%	-5.1%	i	-2%	?	-7%	-0.3%	-1.3%	-4%	3%[9.22 µM]	i
CCOC(=O)/C(C#N)=C1/SC(CC)C(=O)N1c1ccc(C)cc1 (configuration not stated)	-2%	-0.4%	i	0%	0%	.	-1.3%[0.369 µM]	-1.3%	25%	-5%	i
COc1ccc(CNC(=O)C2CCN(S(=O)(=O)N3CCOCC3)CC2)cc1	-1%	-0.2%	i	-1%	3%	?	0.4%	0.4%	-12%	5%	i
O=C(c1ccc(COc2ccccc2Br)o1)N1CCCCCC1	3%	0.2%	i	-2%	-10%	10%	-0.1%	-1.9%	-4%	0%	i
COc1ccc2[nH]c(=O)c(CN(Cc3ccc4c(c3)OCO4)C(C)=O)cc2c1	-2%	0.3%	6.3e-08M*	-6%	-12%	-7%	-0.1%[57.5 µM]	-0.1%	13%	-3%	8.3e-08M*
O=C(c1cnn2c1NC(c1ccc(Br)cc1)CC2C(F)(F)F)N1CCN2CCCC2C1 (configuration not stated)	-5%	0.8%	i	3%	-11%	-10%	-0.3%	-1.2%	-6%	-1%	i
CCOC(=O)CSc1nnc(CSc2nc3ccccc3c(=O)[nH]2)n1-c1ccccc1	-5%	4.2%	i	-10%	11%	-5%	0.2%	-1.2%	?	-3%	i
O=C(CSc1ccccn1)N1CCN(c2ccccc2)CC1	-2%	-19%	i	-4%	-26%	-3%	1.5%	-1.5%	-8%	0%	i
Cc1ccc(-c2nnc(CSc3nc4cc5c(cc4cc3C)OCO5)o2)cc1	-3%	-2.1%	i	-5%	-1%	0%	0.6%[57.5 µM]	-0.3%	-2%	-2%	i
CN(C)c1ccc(NC(=O)Cn2ncn3c(cc4ccccc43)c2=O)cc1	-15%	0.6%	i	4%	?	11%	3.4%[1.84 µM]	-2.0%	?	2%	i
O=C(c1cccnc1)N1CCN(CCCc2ccccc2)CC1	-6%	-1.2%	i	-2%	?	-2%	.	-4.8%	-3%	3%	i
C=C(CO)[C@H]1Cc2c(ccc3c2O[C@H]2COc4cc(OC)c(OC)cc4[C@@H]2C3=O)O1	-9%	.	i	-5%	.	2%	.	.	?	-5%[9.22 µM]	i
COc1ccc(-c2nn(-c3ccccc3)cc2C(=O)O)cc1	-3%	-0.8%	.	-9%	-1%	6%	-1.0%	0.7%	-6%	.	.
CCCn1nnnc1NCc1ccccc1OCc1ccc(F)cc1	3%	-0.5%	i	-2%	-12%	2%	10%	-0.8%	0%	3%	i
CCN(Cc1cc2ccc(C)cc2[nH]c1=O)C(=O)c1cccnc1	-2%	0.5%	?	-3%	4%	.	4.3%[0.369 µM]	-0.4%	-3%	0%	?
C[C@@H](C(=O)Nc1ccc2ccccc2c1)[C@@H]1C[C@@]1(C)[C@@H](NC(=O)c1cccnc1)c1ccccc1	-8%	-0.6%	.	2%	.	.	4.2%	0.4%	-20%	.	.
COc1c(NC(C)=O)c2ccccc2c2ccccc12	-2%[11 µM]	-0.5%[15.4 µM]	i	-3%[11.4 µM]	4%[11.4 µM]	1%[9.17 µM]	4.5%[9.22 µM]	0.8%[15.4 µM]	1%[7.6 µM]	0%[9.22 µM]	i
C=CC(C)n1c(Br)nc2c1c(=O)[nH]c(=O)n2C (configuration not stated)	-1%	-1.4%	i	-8%	-7%	.	1.2%[0.369 µM]	-0.9%	?	0%	i
CCOC(=O)c1ccc2c(c1)nc(SCC(=O)N1CCCCC1)n2CC	-2%	-0.9%	i	6%	-5%	4%	-1.6%	-0.2%	?	-2%	i
O=C(Nc1ccc(F)cc1)c1cccnc1N1CCOCC1	-2%	0.4%	i	-4%	2%	-3%	0.9%	0.4%	9%	0%	i
O=C1c2oc3ccccc3c(=O)c2C(c2ccccn2)N1Cc1ccccc1 (configuration not stated)	-5%	-0.7%	i	5%	3%	23%	1.6%	-0.2%	-1%	0%	i
Cc1cccc(NC(=O)CSc2nnc(-c3ccccc3)n2N)c1C	3%	-2.1%	?	8%	3%	11%	3.9%[1.84 µM]	0.0%	-22%	0%	?
COc1ccc(OC)c(NC(=O)C2CCCN2C(=O)C2CCC(C)CC2)c1 (configuration not stated)	-9%	1.3%	.	0%	-11%	-4%	-0.7%	-1.5%	14%	.	.
COC(=O)c1[nH]c2ccc(F)cc2c1NC(=O)CCN1CCN(C(=O)c2ccco2)CC1	?	0.8%	?	-4%	-1%	-2%	-0.1%[57.5 µM]	1.2%	-11%	0%	?
CN1CCN(c2ncc3nc(CCc4ccccc4)c(=O)n(C)c3n2)CC1	-2%	-0.7%	3.2e-08M*	12%	2%	9%	0.2%	-1.4%	9%	1%[9.22 µM]	3.4e-08M*
Cc1cccc(C)c1Nc1nc2ccccc2o1	0%	0.8%	.	-3%	2%	16%	-0.7%	0.2%	-6%	.	.
COc1ccccc1-c1cncnc1NCCN1CCOCC1	-1%	-5.4%	i	3%	-11%	3%	1.6%	1.7%	7%	-7%[9.22 µM]	i
O=C(CCn1c(=O)[nH]c2ccsc2c1=O)N1CCc2ccccc2C1	2%	-1.9%	i	4%	0%	-7%	-0.4%	-0.7%	?	1%	i
CCCC(=O)Nc1ccc(OC[C@@H](O)CNC(C)C)c(C(C)=O)c1	2%[26 µM]	-1.4%[34.4 µM]	i	-9%[25.6 µM]	8%[25.6 µM]	15%[20.5 µM]	-0.8%[20.6 µM]	0.4%[34.4 µM]	5%[17.1 µM]	-1%[20.6 µM]	i
CC1(C)OC(=O)C(=CNc2ncccn2)C(=O)O1	-11%	-0.1%	i	2%	2%	-9%	0.0%	0.0%	?	1%	i
